Source: PubChem BioAssay
Rad51 HR inh: blocks human Rad51 in homologous recombination; Q06609; AID 1385; 200,000 compounds, 0.085% hits; hRad51 DNA strand exchange, fluorescence dequenching; inhibition, % at 10 µM;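 active = inhibition above 40% at the single screening dose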;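 note: 0% = DMSO control wells and 100% = blanks with heterologous ssDNA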
Target sequence (Q06609 whole entry, looked up): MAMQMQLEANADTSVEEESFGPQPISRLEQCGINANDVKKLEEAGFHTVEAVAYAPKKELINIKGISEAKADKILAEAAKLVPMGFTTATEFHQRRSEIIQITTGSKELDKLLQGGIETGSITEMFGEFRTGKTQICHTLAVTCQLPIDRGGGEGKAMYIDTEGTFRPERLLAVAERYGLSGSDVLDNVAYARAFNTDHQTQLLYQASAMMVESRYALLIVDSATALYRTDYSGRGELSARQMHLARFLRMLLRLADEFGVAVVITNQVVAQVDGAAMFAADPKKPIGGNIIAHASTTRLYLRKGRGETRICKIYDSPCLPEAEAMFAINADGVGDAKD
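material = hRad51 filaments on single-stranded DNA | reagent = Donor/quencher-labelled 47-bp dsDNA substrate | compound = 10 µM final, single point | schedule = strand-exchange reaction 15 min at room temperature | measured by = fluorescein emission 520 nm, excitation 485 nm | read-out basis = % inhibition versus plate control and blank means | benchmarks = plate controls and plate blanks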
hK5 inh: blocks human kallikrein 5 protease activity; recombinant hK5, fluorogenic AMC substrate cleavage; 210,000 compounds, 0.59% hits; Q9Y337; inhibition, % at 5 µM;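 active = inhibition of 40% or more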;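 note: 0% = enzyme controls without compound and 100% = no-enzyme blanks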
Target sequence (Q9Y337 67-293 limits assumed): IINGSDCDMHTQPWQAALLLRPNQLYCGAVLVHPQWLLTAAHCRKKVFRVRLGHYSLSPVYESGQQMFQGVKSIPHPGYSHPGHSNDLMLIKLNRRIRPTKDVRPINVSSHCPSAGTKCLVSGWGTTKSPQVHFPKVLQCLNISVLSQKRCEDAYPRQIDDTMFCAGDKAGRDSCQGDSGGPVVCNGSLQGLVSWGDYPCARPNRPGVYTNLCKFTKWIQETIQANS
Cl transport mod: modulates chloride dependent transport by human KCC2 | KCC2 cells, thallium flux FluoZin-2 fluorescence | Q9H2X9 | 190,000 compounds, 2.2% hits | B-score of Tl+ flux slope (higher = more flux/activation; lower = inhibition) at 10 µM;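 active = thallium flux slope and its plate-corrected score both differing from the plate sample mean at a set confidence after two filtering rounds, in either direction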;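 note: slope of fluorescence scaled to starting intensity during 10 to 20 s after thallium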
Furin inhibitor: human furin inhibition | inhibition, % at 30 µM | purified furin, fluorogenic substrate cleavage | AID 463115 | 220,000 compounds, 0.061% hits; in the data active = inhibition above about 25%; note: inactives centre near -15
14-3-3 Bad PPI: disrupts binding of bovine 14-3-3 zeta to phospho-Bad peptide | P63103 | TR-FRET 14-3-3zeta/Dy647-pBad peptide displacement, 1 h | inhibition, % at 21.7 µM | 220,000 compounds, 0.71% hits | AID 781;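 active = inhibition above about 70%, limit read from the data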;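 note: 0% = full 14-3-3 plus peptide FRET controls and 100% = background without 14-3-3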
Target sequence (P63103 whole entry, looked up): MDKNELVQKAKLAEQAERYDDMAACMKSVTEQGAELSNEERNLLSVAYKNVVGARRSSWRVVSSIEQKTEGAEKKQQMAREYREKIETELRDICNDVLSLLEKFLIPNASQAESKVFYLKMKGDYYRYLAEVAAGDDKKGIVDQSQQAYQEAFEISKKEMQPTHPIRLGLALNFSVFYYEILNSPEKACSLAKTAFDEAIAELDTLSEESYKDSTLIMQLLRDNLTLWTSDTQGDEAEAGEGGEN
EBV gp42 block: EBV gp42 inhibition | Fluorescence polarization binding assay, mP read-out | inhibition, % (tested at 21.74 µM) | 220,000 compounds, 0.42% hits | AID 1085; in the data active = inhibition above about 50%
Target sequence (Q1HVG2 whole entry, looked up): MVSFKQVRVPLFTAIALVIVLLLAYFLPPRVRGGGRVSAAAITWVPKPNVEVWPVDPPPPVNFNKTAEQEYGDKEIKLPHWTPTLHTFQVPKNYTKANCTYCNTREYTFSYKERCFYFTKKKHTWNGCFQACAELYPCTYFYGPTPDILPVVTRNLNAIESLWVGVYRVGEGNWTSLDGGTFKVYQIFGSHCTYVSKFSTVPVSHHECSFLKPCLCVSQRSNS
Thrombin inh: thrombin (human) inhibition | AID 1046 | 220,000 compounds, 0.26% hits | inhibition, % at 5 µM | alpha-thrombin, Boc-VPR-AMC fluorogenic substrate cleavage | P00734;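 active = inhibition at or above 40%; inactive = inhibition below 40%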;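 note: 0% = enzyme with no compound and 100% = wells without enzyme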
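Test system: human alpha-thrombin; medium: pH 7.5 Tris-saline with Tween 20; times: reaction at room temperature; signal: AMC fluorescence at 355 nm excitation and 460 nm emission; also added: Boc-VPR-AMC substrate, 15 µM final; dosing: one concentration per compound, 5 µM, with 0.2% DMSO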
eIF4E-4G inh: eIF4E/eIF4G interaction inhibition in translation initiation. AID 782. 220,000 compounds, 0.37% hits. P63073+Q04637. inhibition, % at 21.7 µM. TR-FRET eIF4E-eIF4GI(517-606) binding, 2 h;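 note: 0% = full FRET control wells and 100% = background wells lacking eIF4GI fragment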
p47phox inh: blocks human p47phox regulatory protein of NADPH oxidases; AID 1274; p47phox/p22phox peptide binding, fluorescence polarization, 2 h; 220,000 compounds, 0.53% hits; P14598; inhibition, % at 24.7 µM;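 note: 0% = p47phox with labelled peptide and 100% = labelled peptide alone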
* hit, by the source's call; . = not tested or not shown; [ ] = another dose, or the depositor's remark.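 Rule for the calls, unless noted: active = inhibition above about 30% (limit read from the data); inactive = the rest.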

SMILES	Rad51 HR inh	hK5 inh	Cl transport mod	Furin inhibitor	14-3-3 Bad PPI	EBV gp42 block	Thrombin inh	eIF4E-4G inh	p47phox inh
COc1cc(CN=C(C)c2c(O)n(C3CCCCC3)c(=O)[nH]c2=O)cc(OC)c1	2	-1	-0.19	-4	-13	2	-5	1	-20
CN(C(=O)Oc1ccc([N+](=O)[O-])cc1)c1ccccc1	4	-5	-0.15	-27	1	-2	-5	-1	-1
Cc1cccc(-n2c(O)c(C=Nc3ccc(S(N)(=O)=O)cc3)c(=O)[nH]c2=O)c1	-6	1	-0.19	7	-6	-16	.	-1	-8
Cc1[nH]c2ccccc2c1CCN	1	-11	-0.66	-14[20 µM]	-1	-20	-4	-1	-17
CN1C(=O)N(C)C(=O)C2(Cc3ccccc3N3CCCC32)C1=O (configuration not stated)	.	-2	0.11	-14	-12	1	-13	2	-7
COc1ccc(CCNCc2sccc2C)cc1OC	.	-1	.	-7	1	-16	-3	2	-7
CC(=O)Nc1ccc(S(=O)(=O)NC(CC(=O)N2CCC3(CC2)OCCO3)C(C)C)cc1 (configuration not stated)	-6	-21	-1.6	-21	-8[fluorescence artefact?]	-3	0	3	-4
Cc1cccnc1-n1c(-c2ccccc2)nc2ccccc2c1=O	-1	-13	.	-25[20 µM]	-10	0	-6	4[fluorescence artefact?]	0
CCN1CCN(c2ccc([N+](=O)[O-])cc2C(=O)OC)CC1	8	3	.	10	3	0	-13	6	11
CNC(=O)OCc1n(C)cc[n+]1C	.	-11	-1	-14	13	-29	-1	-1[fluorescence artefact?]	-6
CN1CCN(c2ccc([N+](=O)[O-])c(SCCO)c2)CC1	12	0	0.016	-11	-9	0	-3	-2	-2
CN(C)C(=O)NC(O)C(Cl)(Cl)Cl (configuration not stated)	6	4	0.45	-9[20 µM]	2	-4	3	1	-6
c1nc2nc3c(c(N4CCNCC4)n2n1)CCCC3	8	3	0.019	-25	3	-15	-3	1	-1
CN1CC(C(=O)c2ccc(F)cc2)C(c2c(F)cccc2Cl)C1 (configuration not stated)	3	-22	-0.08	-10	0	-2	1	0	-1
Cc1ccc2c(c1)C1CN(C)CCC1N2C(=O)c1ccco1 (configuration not stated)	0	-19	-0.24	-20	-10	-4	-9	1	-17
Cc1ccc(C(=O)n2cc(CCN3CCS(=O)(=O)CC3)c3ccccc32)cc1	-32	-15	0.48	-22[20 µM]	-2	4	1	-1	-4
COc1ccc2c(c1)c(C(=O)CN1CCN(C)CC1)c(C)n2Cc1ccccc1	-4	4	-0.39	-11	-2[fluorescence artefact?]	-55	0	-5	-10
COC(=O)C1=CCCN(C)C1	13	7	-0.74	-30	-9	-23	-15	1	2
CCCC(C)C1(CC)C(=O)NC(=Nc2ccc(OC)cc2)NC1=O (configuration not stated)	-2	-8	0.53	-38	5	-4	0	17	-4
CC(C)Oc1cccc(C(=O)C2CCCN(Cc3ccon3)C2)c1 (configuration not stated)	.	.	.	-21	-3	4	-1	-3	-1
CCC(=NCc1cc(OC)cc(OC)c1)c1c(O)n(C2CCCCC2)c(=O)[nH]c1=O	-10	-4	0.14	-12	2	-10	0	-5	-27
Cc1ccc(CC(=O)N2CCN(Cc3ccccc3)CC2)cc1	6	1	-0.86	-10	-15	-8	-4	0	1
CCCCn1c(O)c(C=NC2CCCCC2N)c(=O)[nH]c1=O (configuration not stated)	5	-1	2	-16[20 µM]	69	-8	-2	3	-3
COc1ccc(-n2c(=O)[nH]c3ccccc3c2=O)c(OC)c1	-5	-18	0.16	-33	22	-14	-10	8	3
CC1CC2(O)c3nonc3CCC2N1O (configuration not stated)	1	-4	1.2	-26	-8	-2	2	5	11
C#CCN(C)C(C)Cc1ccccc1 (configuration not stated)	-7	-5	0.0058	-11	5	-1	3	6	-4
CC(C)N1C(=O)CC2(CC[N+](C)(CCOC(=O)C(O)(c3ccccc3)c3ccccc3)CC2)C1=O (configuration not stated)	8	-5	1.7	-4[20 µM]	7[fluorescence artefact?]	-3	-5	1	-21
CC1CN=C(NCc2ccccc2)S1 (configuration not stated)	4	-12	0.86	-14[20 µM]	-8	-16	4	-2	0
COc1ccc(CN2CCCC(C(=O)c3ccccc3SC)C2)cc1O (configuration not stated)	0	5	-1.3	-18	2	-3	-6	0	-4
COc1ccc(CCn2c(O)c(C=NCCCN(C)C)c(=O)[nH]c2=O)cc1OC	5	-33	0.087	-18[20 µM]	-9	-16	15	-13	-9
Cc1ccc2c(c1)C1CN(C)CCC1N2C(=O)c1cccnc1Cl (configuration not stated)	-10	2	.	-29	0	-27	1	0	-7
COCCN1Cc2cc(=O)n3c([nH]c4ccccc43)c2C1=N	7	-34	1.2	-116	-5	-7	-10	3	-9
CCC(COC(=O)NC)NC(=O)Oc1ccccc1 (configuration not stated)	1	-5	-0.24	-10[20 µM]	-8	-20	-6	-16	-1
COc1ccc(C(=O)C2CN(C)CC2C(=O)c2ccc(OC)cc2)cc1 (configuration not stated)	0	-18	0.013	-9[20 µM]	8[fluorescence artefact?]	-8	-2	6	-7
CCCC[N+]1(C)C2CC(OC(=O)C(CO)c3ccccc3)CC1C1OC12 (configuration not stated)	-1	27	0.43	-27	0	-1	16	-16	6
O=C(Nc1ccccc1)c1cccn(Cc2ccccc2)c1=O	-2	6	-1.4	-16	1	-1	-2	0	-18
O=C1C2CCN(CC2)C1Cc1ccc(OCCOc2ccccc2)cc1 (configuration not stated)	1	-6	.	-22	35	-6	3	4	-5
CCOc1ccc(-c2cc(C)[n+](CCN(CC)CC)c(-c3ccc(OCC)cc3)c2)cc1	.	-6	-0.99	-5	-4	-6	-9	2	-12
COc1ccc(CN2C(=O)NC(=O)/C(=C/c3ccc([N+](=O)[O-])o3)C2=O)cc1	-46	-17	-0.89	-15	46	10	2	23	-71
COC(=O)C1=CO[C@@H](C)[C@@H]2CN3CC[C@]4(C(=O)Nc5ccccc54)[C@@H]3C[C@H]12	-1	-6	0.62	-7	-11	-1	-2	-2	0

Compounds from the list above that contain an aryl methoxy group (ten):
SMILES	Rad51 HR inh	hK5 inh	Cl transport mod	Furin inhibitor	14-3-3 Bad PPI	EBV gp42 block	Thrombin inh	eIF4E-4G inh	p47phox inh
COc1cc(CN=C(C)c2c(O)n(C3CCCCC3)c(=O)[nH]c2=O)cc(OC)c1	2	-1	-0.19	-4	-13	2	-5	1	-20
COc1ccc(CCNCc2sccc2C)cc1OC	.	-1	.	-7	1	-16	-3	2	-7
COc1ccc2c(c1)c(C(=O)CN1CCN(C)CC1)c(C)n2Cc1ccccc1	-4	4	-0.39	-11	-2[fluorescence artefact?]	-55	0	-5	-10
CCCC(C)C1(CC)C(=O)NC(=Nc2ccc(OC)cc2)NC1=O (configuration not stated)	-2	-8	0.53	-38	5	-4	0	17	-4
CCC(=NCc1cc(OC)cc(OC)c1)c1c(O)n(C2CCCCC2)c(=O)[nH]c1=O	-10	-4	0.14	-12	2	-10	0	-5	-27
COc1ccc(-n2c(=O)[nH]c3ccccc3c2=O)c(OC)c1	-5	-18	0.16	-33	22	-14	-10	8	3
COc1ccc(CN2CCCC(C(=O)c3ccccc3SC)C2)cc1O (configuration not stated)	0	5	-1.3	-18	2	-3	-6	0	-4
COc1ccc(CCn2c(O)c(C=NCCCN(C)C)c(=O)[nH]c2=O)cc1OC	5	-33	0.087	-18[20 µM]	-9	-16	15	-13	-9
COc1ccc(C(=O)C2CN(C)CC2C(=O)c2ccc(OC)cc2)cc1 (configuration not stated)	0	-18	0.013	-9[20 µM]	8[fluorescence artefact?]	-8	-2	6	-7
COc1ccc(CN2C(=O)NC(=O)/C(=C/c3ccc([N+](=O)[O-])o3)C2=O)cc1	-46	-17	-0.89	-15	46	10	2	23	-71

Additional structures
SMILES	Rad51 HR inh	hK5 inh	Cl transport mod	Furin inhibitor	14-3-3 Bad PPI	EBV gp42 block	Thrombin inh	eIF4E-4G inh	p47phox inh
Cc1ccc(C(=O)C2CN(C)CC2C(=O)c2ccc(C)cc2)cc1 (configuration not stated)	4	4	.	-34[20 µM]	38	-2	1	2	-9
CC(C)(C)P(=O)(NCc1ccccc1)c1ccccc1 (configuration not stated)	12	11	0.094	-37	-14	-21	-120	-1	-5
CCOC(=O)c1ccc(N=C(C)c2c(O)[nH]c(=O)[nH]c2=O)cc1	.	-2	0.71	-14	-4	-9	-7	-3	-13
Cc1ccc(O)c(C(=O)c2cc(C(=O)NCCC(C)C)c(=O)n(CCC(C)C)c2)c1	23	-16	0.0016	-14	-20	-2	-1	2	-5
O=c1c2ccccc2nc(-c2ccco2)n1-c1ccncc1	10	15	0.39	-15	2	-5	-2	2	-10
CC(C)OC(=O)C1C(=O)NC2(C)CC1c1ccccc1O2 (configuration not stated)	4	9	0.0075	-15[20 µM]	0	-1	1	-5	1
O=C(N/N=C/c1c(O)n(CCc2ccccc2)c(=O)[nH]c1=O)c1ccccc1	-17	-16	.	-14	-23	-24	-1	-2	-33
COc1ccc(C(=O)C2CCCN(Cc3ccon3)C2)c(OC)c1 (configuration not stated)	.	3	0.24	-30	1	-8	-4	3	.
OCC12CO[C@@H]3c4ccccc4[C@H](OC1)N32 (some centres not stated)	-1	37	0.081	-11[20 µM]	-3	3	10	-3[fluorescence artefact?]	-10
CCCCn1c(O)c(C(C)=NCc2ccc(F)cc2)c(=O)[nH]c1=O	-3	1	.	-18	-8	-3	-4	-1	-21
C[N+]12CN3CN(CN(C3)C1)C2	1	-12	.	-15	11[fluorescence artefact?]	-37	-3	-11[fluorescence artefact?]	-13
O=C(CN1C(=O)CN=C(c2ccccc2Cl)c2cc(Cl)ccc21)NCc1ccco1	-5	-6	.	-10	-13	-11	-4	1	-11
CC1CCCC(C)N1/N=C/c1c[nH]c2ccc(Br)cc12 (configuration not stated)	-6	45*	0.43	-6	3	16	18	3	-21
COc1ccc2[nH]cc(CCN(C)C)c2c1	1	2	0.91	-21	-6	-11	-7	-2	-7
CCN1CCN(Cc2ccccc2C)CC1	-2	3	-0.47	-14	-5	-12	-2	-5	-2
CCC(=NCc1cccnc1)c1c(O)n(-c2ccc(Cl)cc2)c(=O)[nH]c1=O	.	3	1.5	-19	4	-14	0	1	-4
O=C1NC(=O)N(c2ccc3c(c2)OCO3)C(=O)/C1=C/c1ccc(N2CCCCC2)o1	-113	4	.	17	-8[fluorescence artefact?]	-296	12	0[fluorescence artefact?]	-41
O=C(Nc1ccccc1OC(=O)N1CCOCC1)N1CCOCC1	-1	-6	0.12	-12[20 µM]	-3	7	-3	-1	0
CC(C)(C)c1ccc(C(=O)C2CCCN(C3CCC3)C2)cc1 (configuration not stated)	-4	8	1.2	-10	4	3	-5	1	-10
Cc1ccc(Cn2nc(C)c(C=O)c2Cl)cc1	6	2	0.63	-29	-5	-6	-14	0	2
NC(Cc1nc2ccccc2[nH]1)c1ccc(Cl)cc1 (configuration not stated)	23	-8	-0.38	-24	1	-6	0	-2	-1
Cc1ccc(-n2c(C)cc(/C=C3\C(=O)NC(=O)N(C)C3=O)c2C)cc1C	-4	-20	-0.046	3	2	-26	-5	-3	-43
C/C(CC(c1ccccc1)c1c(O)c2ccccc2oc1=O)=N\NC(N)=S (configuration not stated)	.	-8	0.57	-18	14	-8	1	3	-14
CCN1CCN(Cc2nnnn2C(C)(C)C)CC1	-7	3	0.74	-21	75*	-10	-1	3	-1
Cc1cc(C=C2C(=O)NC(=S)NC2=O)c(C)n1-c1ccc2c(c1)OCO2	-14	-9	1.2	-7	-13	61*	-7	2	-73
COc1cc2ccc(=O)oc2c2ccoc12	-3	-9	1.2	-12	6	-16	4	1	0
CCCCC(=O)N/N=C/c1c(O)n(-c2cccc3ccccc23)c(=O)[nH]c1=O	-7	-14	-0.0082	-13	-26	4	-1	4	-8

Some of the compounds tested (hit frequency here may not be typical).
